# EBNA-1 inhibitor = blocks EBNA-1 binding to DNA. 300,000 compounds, 0.34% hits. EBNA-1 DNA binding, fluorescence polarization. inhibition, % at 14.8 µM; in the data active = inhibition above about 28%
# ZTA counter = counter-screen for EBNA-1 inhibitors: inhibitors of Epstein-Barr virus ZTA; inhibition, % at 11 µM; 320,000 compounds, 0.15% hits; AID 2234; P03206; ZTA-DNA binding, fluorescence polarization; in the data active = inhibition above about 33%
# Target sequence (P03206 whole entry, looked up): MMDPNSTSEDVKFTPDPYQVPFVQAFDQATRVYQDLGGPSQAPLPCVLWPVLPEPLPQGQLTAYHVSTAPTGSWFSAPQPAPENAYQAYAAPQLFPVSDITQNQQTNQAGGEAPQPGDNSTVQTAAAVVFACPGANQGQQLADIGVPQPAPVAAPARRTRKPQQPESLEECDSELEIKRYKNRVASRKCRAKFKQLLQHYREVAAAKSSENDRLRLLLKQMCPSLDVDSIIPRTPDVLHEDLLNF
# MEX-5 binding = C. elegans MEX-5 TCR-2 RNA binding activity. MEX-5/FITC-TCR2 RNA binding, fluorescence polarization; hits give low values. activity score (negative = inhibition of binding), % at 10 µM. 300,000 compounds, 0.38% hits. AID 1832. Q9XUB2;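 active = inhibition past about -25% in most replicates, and total fluorescence under double the plate's negative control median, limit read from the data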;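 also: 0% = DMSO and -100% = 5 µM competing unlabeled TCR2 RNA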
# Fam108B counter = counter-screen for RBBP9 inhibitors: inhibitors of mouse Fam108B. recombinant Fam108B, FP-Rh probe fluorescence polarization. inhibition, % at 9.51 µM. 300,000 compounds, 0.33% hits;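 active = inhibition above the screen mean inhibition plus 3 SD, computed separately per campaign, cut at about 18% in these data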;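 also: inhibitors lower polarization as less probe binds the enzyme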
# GLD-1 TGE inh = GLD-1-TGE RNA interaction inhibition (C. elegans) | inhibition, % at 5.96 µM | AID 2280 | Q17339 | 320,000 compounds, 0.44% hits | purified GLD-1 + fluorescein TGE RNA, fluorescence polarization;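 active = percent inhibition above a per-plate cutoff, the plate mean of test compounds plus 3 SD, cut at about 30% in these data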;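 also: 0% = DMSO wells with GLD-1 and probe and 100% = wells lacking GLD-1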
# Target sequence (Q17339 whole entry, looked up): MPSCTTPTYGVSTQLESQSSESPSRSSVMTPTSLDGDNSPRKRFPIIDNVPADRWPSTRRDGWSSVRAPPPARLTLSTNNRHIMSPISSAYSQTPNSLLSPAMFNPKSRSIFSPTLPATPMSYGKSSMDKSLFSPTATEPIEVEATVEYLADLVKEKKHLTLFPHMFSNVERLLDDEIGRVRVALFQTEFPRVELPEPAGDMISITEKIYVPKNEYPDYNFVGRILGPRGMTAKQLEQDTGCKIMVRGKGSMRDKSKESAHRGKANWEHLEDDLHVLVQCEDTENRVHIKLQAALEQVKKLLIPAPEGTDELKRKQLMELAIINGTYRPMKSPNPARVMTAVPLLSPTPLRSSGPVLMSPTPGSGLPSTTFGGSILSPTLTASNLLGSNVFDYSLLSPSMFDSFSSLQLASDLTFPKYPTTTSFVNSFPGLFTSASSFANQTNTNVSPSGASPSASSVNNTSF
# MCL1-BIM inh = MCL1-BIM-BH3 interaction inhibition (human); Q07820; 320,000 compounds, 0.68% hits; GST-MCL1 / FITC-Bim-BH3 fluorescence polarization; inhibition, % at 10.9 µM;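 active = inhibition above the mean inhibition of all tested compounds plus 3 SD, set per campaign, cut at about 40% in these data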;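 also: 0% = DMSO wells and 100% = unlabeled Bim-BH3 peptide control; higher means more loss of mP so more displacement of Bim peptide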
# Target sequence (Q07820 whole entry, looked up): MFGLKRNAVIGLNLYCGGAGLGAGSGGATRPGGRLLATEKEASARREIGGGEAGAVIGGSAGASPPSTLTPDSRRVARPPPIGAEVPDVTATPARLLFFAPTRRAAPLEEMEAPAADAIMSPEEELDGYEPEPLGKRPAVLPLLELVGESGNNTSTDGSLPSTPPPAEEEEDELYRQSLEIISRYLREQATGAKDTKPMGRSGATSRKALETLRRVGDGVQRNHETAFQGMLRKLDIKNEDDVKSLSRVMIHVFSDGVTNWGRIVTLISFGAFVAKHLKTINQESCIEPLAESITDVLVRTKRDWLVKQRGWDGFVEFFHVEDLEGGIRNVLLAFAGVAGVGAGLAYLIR
# Efflux pump inh = inhibitors of Candida antifungal efflux pumps expressed in yeast | S. cerevisiae Candida pump triplex, Nile Red efflux | inhibition, % at 10 µM | 330,000 compounds, 0.44% hits;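 active = plate passing quality check with inhibition over a set limit, or well fluorescence over plate mean plus 4 SD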;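 also: Nile Red retained in pooled yeast measured as flow cytometry median fluorescence; 0% = buffer negative control and 100% = Enniatin B positive control; higher means more Nile Red kept so more efflux inhibition; some compounds called inactive have numbers as strong as hits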
# Yeast superoxide = yeast age-related superoxide inhibition as caloric restriction mimetic; S. cerevisiae aged cells, superoxide DHE fluorescence; hits give low values; superoxide response (% of plate mean), % at 10 µM; 330,000 compounds, 0.18% hits; AID 2690;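 active = superoxide response under a set limit, about three screen SD below normal, cut at about 65% in these data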;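 also: yeast aged for seven days with compound at 30 °C before DHE staining; 100% = average MFI of all compound-treated wells on the plate with controls excluded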
# Bcl-xL primary = inhibitors of human Bcl-xL; GST-Bcl-xL / FITC-Bim BH3 peptide fluorescence polarization; inhibition, % at 10.9 µM; 320,000 compounds, 0.7% hits; AID 2129; Q07817;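 active = inhibition above the mean of all tested compounds plus 3 SD, cutoff set per campaign, cut at about 30% in these data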;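 also: 0% = DMSO wells and 100% = unlabeled Bim-BH3 peptide competitor; inhibitors lower millipolarization by displacing the labeled peptide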
# Active calls of the source: *; nt = not tested or not shown.
SMILES,EBNA-1 inhibitor,ZTA counter,MEX-5 binding,Fam108B counter,GLD-1 TGE inh,MCL1-BIM inh,Efflux pump inh,Yeast superoxide,Bcl-xL primary
Cc1ccc(/C=N/NC(=O)c2cc3c(ccc4ccccc43)o2)cc1[N+](=O)[O-],5,3,-0.5,-5,-1,-4,-0.1,102,2
O=C1CCC(C(=O)O)(c2ccccc2)C1 (stereo not given),-2,-5,0.4,8,-6,5,0.3,99,5
COc1ccc(C(=O)N2CCC(C(=O)Nc3ccccc3C)CC2)cc1OC,-14,7,0.3,-3,5,-4,0.2,107,4
COc1ccc(C(CNC(=O)c2cccc(S(=O)(=O)Nc3cccc(C)c3)c2)N2CCOCC2)cc1 (stereo not given),-8,-11,-3.4,-3,4,2,0.2,103,4
Clc1ccc(-c2nc(/C=N/N3CCOCC3)c3ccccn23)cc1,17,13,-0.6,3,-6,-5,-0.1,96,-4
O=C(NC(=S)NCc1cccnc1)c1cc2ccccc2o1,-2,11,2.5,-2,5,8,-0.1,112,6
CC(=O)N1CCN(Cc2nc3cc(NC(=O)c4ccc(F)cc4)ccc3n2C)CC1,-4,-2,nt,-4,10,1,0.1,96,1
COc1ccc(OCC(=O)Nc2ccc3c(c2)nc(CN2CCCC2)n3C)cc1,-2,-29,1.9,-1,10,-5,0.0,95,-2
COc1ccc(/C=C2\Sc3ccc(C(=O)N4CCCC4)cc3N(C)C2=O)cc1OC,6,-6,3.1,1,5,3,0.0,104,4
O=C(/C=C/c1ccc([N+](=O)[O-])cc1)OCC(=O)N1c2ccccc2Sc2ccccc21,8,-5,-1.0,-2,1,2,-0.1,101,6
CCC(C)(C(=O)NC1CCCCC1)N(C)C(=O)c1ccc2c(c1)OCO2 (stereo not given),-1,-5,21,-5,8,16,-0.2,93,9
COc1ccccc1NC(=O)C(C)n1cnc2c(oc3nc4c(cc32)CCCC4)c1=O (stereo not given),9,13,-0.9,2,7,2,-0.3,104,3
CC(C)CC(=O)Nc1cccc(C(C)O)c1 (stereo not given),-8,-3,2.1,-6,-1,-5,0.0,114,-5
O=C(Nc1ncc(Cc2ccccc2)s1)C1COc2ccccc2O1 (stereo not given),0,-9,-0.2,-1,10,2,0.0,98,-1
Cn1c(CNS(=O)(=O)c2ccc(F)cc2)n[nH]c1=S,-16,-12,-2.1,-6,3,-1,-0.1,104,-4
COc1cc(NC(=O)CSc2nncn2C)c(C)cc1[N+](=O)[O-],-4,-6,-3.8,5,8,4,-0.2,96,3
O=C(NNC(=O)c1cccc(-n2cccc2)c1)c1ccccc1,nt,10,nt,nt,4,4,0.0,101,2
O=C(Cc1ccc(-n2cccc2)cc1)NC1CCCCC1,-4,-5,-1.0,-3,1,2,0.5,98,2
Nc1ccccc1SC1CC(=O)N(c2ccc3c(c2)OCCO3)C1=O (stereo not given),-1,8,-2.1,1,1,7,-0.1,97,1
Cc1ccc(-n2nnnc2CNC(=O)c2ccc(Br)o2)cc1C,3,0,0.5,-7,-4,-12,0.0,98,3
Cc1cccc(NC(=O)CN2C(=S)NC(C)(C)CC2C)c1C (stereo not given),-3,-24,2.1,0,-5,3,0.0,94,3
COc1ccccc1OCC(=O)NCc1nc(-c2ccccc2)no1,-1,0,-2.7,0,2,1,0.0,83,7
COC(=O)C(CC(=O)Nc1cc(C)ccc1C)Nc1ccccc1OC (stereo not given),5,-20,-0.7,-2,7,-8,-0.1,93,-1
COc1ccc(Cn2nnnc2C(c2ccccc2OC)N2CCC(C(N)=O)CC2)cc1 (stereo not given),-1,3,0.9,-2,2,6,-0.1,94,6
NC(=O)[C@@H]1CCCN1Cc1c(C(=O)N2CCN(C3CCCCC3)CC2)nc2ccccn12,8,-4,-2.6,2,13,20,0.2,92,25

# Next section
SMILES,EBNA-1 inhibitor,ZTA counter,MEX-5 binding,Fam108B counter,GLD-1 TGE inh,MCL1-BIM inh,Efflux pump inh,Yeast superoxide,Bcl-xL primary
Cc1ccc(C)c(S(=O)(=O)N2CCN(C(=O)Cc3ccccc3)CC2)c1,-8,-9,-0.8,-2,2,-14,0.0,86,-4
COc1cccc(C2c3[nH]c4ccccc4c3CCN2Cc2cccc(C)n2)c1 (stereo not given),3,-1,-0.3,1,9,18,0.2,124,13
CCC(c1nnnn1Cc1ccco1)N1CCC(C(N)=O)CC1 (stereo not given),6,8,-3.0,-3,0,9,0.0,95,5
CCN(CC(=O)Nc1ccc(N2CCOCC2)cc1)C(=O)c1ccc(C(F)(F)F)cc1,-13,-15,-2.1,2,-1,9,0.1,89,1
CSC1=N/C(=C\c2ccc(C)cc2)C(=O)S1,-6,-15,-2.6,0,-5,2,0.2,115,0
Nc1nc(SCn2nnc3ccccc3c2=O)n[nH]1,1,13,0.0,0,5,8,0.0,97,8
Cn1cccc1-c1cc(C(=O)N/N=C/c2cc(Br)ccc2O)[nH]n1,0,-4,-1.6,0,4,5,0.1,104,3
COc1ccc(NC(=O)CN(C)C2CCCCC2)cc1Cl,-7,-6,-1.5,-5,-1,0,0.1,113,4
O=C(NN1C(=O)c2ccccc2NC12CCCCC2)c1ccccc1,8,-7,1.1,5,5,11,0.1,93,6
CC1CCN(C(=O)CSc2nc3ccccc3s2)CC1,3,-7,-1.4,-3,-4,-8,0.1,85,-5
COc1ccccc1OCC(=O)NNC(=O)CSC(=S)N1CCCC1,nt,5,nt,nt,1,-1,-0.1,110,-10
CC(OC(=O)CCCN1C(=O)c2ccccc2C1=O)C(=O)Nc1ncc(Cl)cc1Cl (stereo not given),-15,19,-0.3,2,8,-3,0.1,100,5
Cc1snc(SCC(=O)c2ccc(Cl)cc2)c1C#N,-11,-5,0.1,1,6,-3,0.3,95,4
C/C(O)=C(/C#N)c1nc2ccccc2[nH]1,2,-1,-2.1,-3,2,6,-0.1,91,7
CCOc1cc(CNc2ccc(N3CCN(C(C)=O)CC3)cc2)cc(Br)c1OC,9,-11,-0.5,5,-3,22,1.0,89,6
O=C(N/N=C/c1ccncc1)c1cc([N+](=O)[O-])cc([N+](=O)[O-])c1O,2,2,-7.5,16,-1,43*,0.0,96,9
Cc1ccc(NC(=O)NC(=O)CN2C(=O)NC3(CCc4ccccc43)C2=O)c(C)c1 (stereo not given),-4,3,-0.2,2,3,0,0.2,100,0
Cn1c(C2=C(O)CN(c3ccc4c(c3)OCCO4)C2=N)nc2ccccc21,6,6,-0.1,3,-3,3,0.1,105,4
Cc1cc(C)n(CC(O)COc2ccc(Cl)cc2Cl)n1 (stereo not given),5,11,1.4,2,2,-4,0.1,101,2
CCOC(=O)c1sc(NC(=O)CSc2nnnn2-c2ccc(C)cc2C)nc1C,-9,-16,2.5,-7,2,1,-0.1,98,2
COc1cc(/C=N/NC(=S)NCC2CCCO2)cc(OC)c1OC (stereo not given),-9,-7,2.6,1,0,-2,0.4,109,-5
Cc1ccc2[nH]c(C)c(/C=N/Nc3nc4ccccc4s3)c2c1,-3,-2,-2.4,27*,4,-3,-0.1,94,-4
Cc1sc2nc(NCCO)[nH]c(=O)c2c1C,3,8,-0.3,1,1,3,-0.1,96,3
CC1(NC(=O)C23CC4CC(CC(C4)C2)C3)CCS(=O)(=O)C1 (stereo not given),-9,-10,-0.4,1,0,-6,-0.1,87,-3
CSc1nc(SCC(=O)NCC2CCCO2)c2c3c(sc2n1)CN(C)CC3 (stereo not given),-10,-11,-3.0,1,0,8,0.0,94,7

# Full records, quoted from the list. Order of screens: EBNA-1 inhibitor	ZTA counter	MEX-5 binding	Fam108B counter	GLD-1 TGE inh	MCL1-BIM inh	Efflux pump inh	Yeast superoxide	Bcl-xL primary
# Results for `CCN(CC(=O)Nc1ccc(N2CCOCC2)cc1)C(=O)c1ccc(C(F)(F)F)cc1` : -13	-15	-2.1	2	-1	9	0.1	89	1
# Results for `Cc1ccc(C)c(S(=O)(=O)N2CCN(C(=O)Cc3ccccc3)CC2)c1` : -8	-9	-0.8	-2	2	-14	0.0	86	-4
# Results for `COc1cccc(C2c3[nH]c4ccccc4c3CCN2Cc2cccc(C)n2)c1` (stereo not given) : 3	-1	-0.3	1	9	18	0.2	124	13

# Further structures:
SMILES,EBNA-1 inhibitor,ZTA counter,MEX-5 binding,Fam108B counter,GLD-1 TGE inh,MCL1-BIM inh,Efflux pump inh,Yeast superoxide,Bcl-xL primary
C=CCn1c(O)c(N=NC(=O)C(O)c2ccccc2)c2ccccc21 (stereo not given),0,11,0.3,-3,-2,-1,0.2,89,-1
CNc1nc(SC)nc2ccsc12,-4,0,-1.9,2,0,-1,0.0,98,9
Cc1nn(-c2ccccc2)c(C)c1/C=C/C(=O)OCC(=O)Nc1ncc(C(F)(F)F)cc1Cl,5,-3,-3.1,2,6,9,0.2,88,3
O=c1oc2ccccc2c(CNc2ccccc2)c1[N+](=O)[O-],0,5,0.5,6,-1,-5,-0.1,92,-1
CSCCC(NC(=O)OC(C)(C)C)C(=O)NC(C(=O)NC(CC(C)C)C(N)=O)C(C)C (stereo not given),-2,-13,-0.7,0,3,-3,0.9,106,0
O=C(NCCC(=O)N1CCc2ccccc21)c1ccccc1Cl,-4,-9,1.4,2,8,10,0.2,90,4
CCc1noc(C)c1C(=O)N1CCCC(C(=O)c2cc(F)ccc2OC)C1 (stereo not given),-1,-13,-0.8,7,-4,-7,-0.2,117,1
Cc1cc(N2C(=O)C(=O)/C(=C(/O)c3ccc(Cl)cc3)C2c2cccc(Br)c2)no1 (stereo not given),6,17,-0.5,-2,6,0,0.1,96,0
COc1ccc(NC(=O)Nc2ccc3[nH]ccc3c2)cc1,-4,-4,-1.0,3,1,1,-0.3,89,8
COCCNC(=O)CNC(=S)N(Cc1ccccc1)Cc1cccnc1,9,2,2.2,6,-12,3,0.0,119,2
O=[N+]([O-])c1ccccc1/C=N/n1c(-c2cccnc2)n[nH]c1=S,-6,-10,-2.3,1,8,-17,0.0,114,-24
O=C(O)c1ccccc1NC(=O)C1C2C=CC(C2)C1C(=O)O (stereo not given),-15,8,2.0,-4,13,0,0.0,100,-1
Cc1ccc(Cl)cc1N1CCN(Cc2nc3c(c(=O)[nH]c(=O)n3C)n2Cc2ccccc2F)CC1,0,4,2.9,-1,6,8,0.2,104,3
COc1cccc(/C=C2\CCCCC2=O)c1,8,13,2.8,0,3,1,0.4,102,4
COc1ccc(/C(C)=N\Nc2nc(-c3ccccc3)cc(=O)[nH]2)cc1,42*,8,-0.2,1,-5,-10,0.8,84,-2
CCOc1ccccc1NC(=O)c1ccoc1C,9,10,-3.3,4,2,7,-0.1,90,6
COc1ccc(CNC(=O)Cn2nnc3ccccc3c2=O)cc1,2,10,0.1,0,1,1,0.3,100,7
CCCn1c(SCC(=O)N(C2CCCCC2)C2CCS(=O)(=O)C2)n[nH]c1=O (stereo not given),nt,0,nt,nt,4,-7,0.1,90,-2
Nc1nccc(-c2ccc(-n3cccc3)cc2)n1,7,-6,0.2,1,-7,4,0.0,93,2
CCCN(CCC)C(=O)c1ccc2c(=O)n(Cc3ccco3)c(=S)[nH]c2c1,-9,7,-3.6,-3,-3,0,0.2,76,2
CCOc1ccc(OCC)c(NC(=O)C2COc3ccccc3O2)c1 (stereo not given),2,15,0.3,-2,-5,2,-0.1,107,1
COc1ccc(S(=O)(=O)N2CCOCC2)cc1NC(=O)CC1CCCC1,nt,-15,nt,nt,3,-8,-0.2,93,-4
CSc1ccccc1NC(=O)CN(C)Cc1cccc(Cl)c1,2,2,-0.4,-3,0,-5,-0.2,96,-2
Cc1nc2ccccc2c2oc(C(=O)N3CCN(C4CCCCC4)CC3)cc12,6,5,2.0,7,-3,4,-0.1,103,5
CCOC(=O)c1cn2nc(N3CCCC3)ccc2n1,-2,-8,-3.4,0,-3,3,0.2,108,2
Cc1ccc(OCC(O)CN2CCN(c3ccccn3)CC2)c(C)c1 (stereo not given),-1,14,-1.0,1,-1,3,0.1,100,4
